# High-throughput results (PubChem)
# DT40 TDP1 CPT – DT40-hTDP1 cell growth loss with CPT | chicken DT40 Tdp1-/-;hTDP1 cells + 20 nM CPT, ATP luminescence, 48 h | Potency, µM (highest dose often 46.2 µM), for the others: top-dose activity change, negative = growth inhibition, actives largely listed as inhibitors | 420,000 tested, 12% active | AID 686979; further: nearly all actives have a fitted effect of over 55% in size
#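 Chicken DT40 Tdp1-/- cells complemented with human TDP1, 400 cells/well, exposed to compounds plus 20 nM camptothecin for at least 48 h at 37 C; viability read as ATP content by CellTiter-Glo luminescence.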
# TDP1 cell noCPT – qHTS for Inhibitors of human tyrosyl-DNA phosphodiesterase 1 (TDP1): qHTS in cells in absence of CPT | DT40 Tdp1-/- hTDP1 cells, no CPT, ATP luminescence, 48 h | Potency, µM (top dose mostly 46.2 µM), without a hit: at the top dose activity change, negative = growth inhibition, usual class: inhibitors | 420,000 tested, 15% active; further: nearly all actives have a fitted effect of over 55% in size
#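 Stably hTDP1-transfected Tdp1-null chicken DT40 cells were treated with library compounds minus camptothecin and grown for at least 48 hr at 37 °C, after which cellular ATP was quantified by luminescence.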
# GCN5L2 inh – inhibitors of human GCN5L2 histone acetyltransferase | Q92830 | GCN5L2 HAT assay, ThioGlo1 CoA-SH fluorescence | Potency, µM (doses to about 58.9 µM), for the others: top-dose activity change, negative = inhibition, actives largely listed as inhibitors | 390,000 tested, 0.21% active | AID 504327
# Target sequence (Q92830 whole entry, looked up): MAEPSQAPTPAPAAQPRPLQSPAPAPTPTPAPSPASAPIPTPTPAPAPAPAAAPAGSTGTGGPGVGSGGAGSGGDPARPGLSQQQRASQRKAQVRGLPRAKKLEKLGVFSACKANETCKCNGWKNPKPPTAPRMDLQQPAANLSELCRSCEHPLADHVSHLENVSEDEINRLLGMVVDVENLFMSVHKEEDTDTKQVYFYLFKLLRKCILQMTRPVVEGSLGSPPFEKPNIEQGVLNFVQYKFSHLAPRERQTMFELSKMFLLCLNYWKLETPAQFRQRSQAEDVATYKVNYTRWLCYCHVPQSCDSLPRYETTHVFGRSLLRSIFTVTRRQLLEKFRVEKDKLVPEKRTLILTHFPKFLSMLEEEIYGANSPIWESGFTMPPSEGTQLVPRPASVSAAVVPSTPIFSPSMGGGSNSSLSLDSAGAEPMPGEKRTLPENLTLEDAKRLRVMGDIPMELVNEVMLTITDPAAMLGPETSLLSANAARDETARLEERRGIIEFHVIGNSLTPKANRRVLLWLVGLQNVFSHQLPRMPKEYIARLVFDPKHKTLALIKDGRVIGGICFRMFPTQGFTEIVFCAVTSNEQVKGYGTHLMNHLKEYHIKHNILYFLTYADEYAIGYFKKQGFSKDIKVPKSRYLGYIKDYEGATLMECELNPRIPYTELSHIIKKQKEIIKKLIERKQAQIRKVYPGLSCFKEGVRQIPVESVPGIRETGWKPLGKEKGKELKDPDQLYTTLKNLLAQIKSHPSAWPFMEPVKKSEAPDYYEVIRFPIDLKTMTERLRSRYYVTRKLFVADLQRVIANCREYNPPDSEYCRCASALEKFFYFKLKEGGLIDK
#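 Titration-based screen in which CoA formation is detected via maleimide probe ThioGlo1 (50uM) turning fluorescent on thiol reaction; substrates H3(1-25) 75uM and acetyl-CoA 70uM, GCN5L2 20nM, 20 min incubation at room temperature.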
# * = called active by the depositor; u = inconclusive; x = no result given; [ ] = remark or other dose. The call rests on the fitted dose curve; in most records, active means well fitted curve in the direction sought with a large enough effect; inconclusive means small, poorly fitted or top-dose-only effect, or another doubt; inactive means no such curve, though single readings can be large; an effect the other way counts as inactive or inconclusive. On the % scale 0 is the no-effect control and ±100 the full control effect; potency means the concentration at half of the fitted maximal effect.
canonical_smiles,DT40 TDP1 CPT,TDP1 cell noCPT,GCN5L2 inh
CCOC(=O)CCCCCC(=O)Nc1ccc2c(c1)C(=O)N([C@@H](C)CO)C[C@H](C)[C@H](CN(C)C(=O)c1ccccc1)OCCCC[C@H](C)O2,-10%,u,x
CCOC(=O)c1sc(NC(C)=O)nc1-c1ccccc1,-6%,-2%,-3%
Cc1ccc(C)c(N2CCN(C(=O)C3CCC3)CC2)c1,-5%,-1%,-29%
O=C(CN(C(=O)CNS(=O)(=O)c1ccc(F)cc1)C1CCCC1)NCc1ccco1,9%,5%,-6%
Cc1ccc(CS(=O)(=O)CCC(=O)NCCN(C)Cc2ccccc2)cc1,-8%,-6%,x
Cc1nn(-c2ccccc2)c2c1C(c1ccc([N+](=O)[O-])cc1)N1C(=N2)C(=O)Nc2ccccc21 (centres undefined),u,15µM*,4%
Cc1ccc(CNC(=O)CN2N=C(c3ccccc3)CCC2=O)cc1,-21%,-18%,-28%
CC(C)(C)Nc1nc(SCc2ccccc2)nc(N2CCOCC2)n1,u,u,-3%
CCCC(=O)NCC(c1ccc2c(c1)OCO2)N1CCN(c2ccc(F)cc2)CC1 (centres undefined),u,21µM*,-1%
O=C(COc1ccc2ccc(=O)oc2c1)Nc1ccc(N2CCCCC2)cc1,u,18µM*,0%
O=C(CSc1nnc(NC(=O)C2CC2)s1)NCc1ccc(F)cc1,-10%,-17%,-7%
CC(=O)N1c2ccc(S(=O)(=O)N(C)CC(=O)N3CCCC3)cc2CC1C (centres undefined),0%,16%,-6%
O=C(CNc1cccc2ccccc12)N/N=C/c1ccc[nH]1,9%,-12%,-3%
Nc1nnn(CC(=O)N/N=C/c2ccc(O)cc2)n1,-7%,2%,-7%
Cc1ccc(NC(=O)NCc2cccn2C)cc1C,18%,u,14%

# Complete entries as entered above. Screens in order: DT40 TDP1 CPT	TDP1 cell noCPT	GCN5L2 inh
# Cc1ccc(C)c(N2CCN(C(=O)C3CCC3)CC2)c1 is entered as -5%	-1%	-29%
# Cc1nn(-c2ccccc2)c2c1C(c1ccc([N+](=O)[O-])cc1)N1C(=N2)C(=O)Nc2ccccc21 (centres undefined) is entered as u	15µM*	4%
# CC(C)(C)Nc1nc(SCc2ccccc2)nc(N2CCOCC2)n1 is entered as u	u	-3%
# CC(=O)N1c2ccc(S(=O)(=O)N(C)CC(=O)N3CCCC3)cc2CC1C (centres undefined) is entered as 0%	16%	-6%
# CCOC(=O)c1sc(NC(C)=O)nc1-c1ccccc1 is entered as -6%	-2%	-3%

# The listing continues.
canonical_smiles,DT40 TDP1 CPT,TDP1 cell noCPT,GCN5L2 inh
O=C(c1cc2c(s1)CCCC2)N1CCN(CCO)CC1,-13%,-14%,-2%
C[C@H](CO)N1C[C@H](C)[C@@H](CN(C)C)Oc2c(NC(=O)c3ccncc3)cccc2C1=O,0%,-6%,2%
Cc1ccsc1C(=O)NNC(=O)c1ccncc1,0%,1%,1%
CC(C)(O)C#Cc1ccc(C(=O)N2CCCC(CCC(=O)NCc3ccccc3F)C2)cc1 (centres undefined),u,u,-1%
O=C(c1ccco1)N1CCN(c2ccc(N3CCCCC3)nn2)CC1,10%,-2%,-6%
COC(=O)c1[nH]c2ccc(C)cc2c1NC(=O)CN1CCN(c2ccc(F)cc2)CC1,11µM*,16µM*,-15%
CCCC(=O)Nc1ccc(C(=O)NN2C(=O)c3ccccc3C2=O)cc1,11%,-5%,-15%
COc1ccccc1Cc1c(-c2ccc(C)cc2)nc2ccc(Br)cn12,21µM*,23µM*,x
C/C=C(/C)C(=O)Nc1cccc(C2=NOC3(C2)C[C@H](C(N)=O)N(C(=O)c2ccc(Cl)cc2)C3)c1 (some centres undefined),u,u,-3%
COc1ccc(-c2nnc(SC(C)C(=O)NC3CC3)o2)cc1 (centres undefined),-1%,13%,-11%
COc1ccc(OC)c(C2C(C(C)=O)=C(O)C(=O)N2Cc2cccnc2)c1 (centres undefined),2%,-1%,-4%
COc1ccc(S(=O)(=O)N2CCN(c3ccccc3OC)CC2)cc1OC,-20%,-16%,-1%
Cc1ccc(CS(=O)(=O)CCC(=O)N2CCOCC2)cc1,2%,4%,-10%
COc1cccc(NC(=O)c2nn(C)cc2Br)c1,-28%,-16%,x
COc1ccccc1/C=C/C=N/N1CCN(Cc2cccc3ccccc23)CC1,u,u,-4%
CCC(=O)OC1c2ccccc2C(=O)N1Cc1ccccc1 (centres undefined),-14%,-17%,-5%
CCCCCOc1ccc(NC(=O)c2cc(SC)ccc2Cl)cc1,23µM*,13µM*,-1%
C=CCc1c(C)nc2cc(-c3ccccc3)[nH]n2c1=O,-23%,-20%,-5%
CCc1ccc(NS(=O)(=O)c2ccc(C)c(C(=O)N3CCOCC3)c2)cc1,-17%,11%,-23%
O=C(Nc1ccc(NC(=O)c2ccccc2Cl)nc1)c1ccco1,2%,-21%,-3%
Cc1ccc(Nc2ncc3c(n2)CC(C)(C)CC3=O)cc1,u,u,3%
CSc1ccc(CNC(=O)C2(C)CCCN2C)cc1 (centres undefined),-10%,-20%,x
COCCCN1C(=O)C(CC(=O)NCc2cccs2)CC(C(=O)N2CCCCCC2)=C1C (centres undefined),21%,5%,x
COc1ccc(N(C(=O)c2ccc(Cl)cc2)S(=O)(=O)c2ccc(C)cc2)cc1,u,23µM*,-14%
Cc1ccccc1Nc1nnc(-c2ccc(C(=O)NCCO)cc2)c2ccccc12,-23%,-36%,-25%
Clc1ccccc1CSc1nnc([C@@H]2CCCN2)o1,1%,-1%,3%
NC(=O)c1c(NC(=O)c2ccccc2)sc2c1CCN(Cc1ccccc1)C2,u,u,1%
CC(=O)c1c(C)oc2ccc(N(C(C)=O)S(=O)(=O)c3cccc4cccnc34)cc12,2.1µM*,4.1µM*,-3%
Cc1ccc(S(=O)(=O)c2cn(CC(=O)Nc3ccccc3)c3ccc(F)cc3c2=O)cc1,u,u,1%
Cc1ccc(Cn2c(SCC(=O)NCc3ccco3)nc3ccsc3c2=O)cc1,u,-16%,-2%
O=C(O)c1ccc(Cl)c(NCc2ccncc2)c1,3%,2%,4%
CCOC(=O)c1cc(-c2cccc([N+](=O)[O-])c2)on1,-6%,-27%,-25%
Cc1cccc(-c2c3c(=O)n(C)c(=O)n(C)c3cn2CCO)c1,-16%,-15%,1%
COc1ccc(-c2cc3ccccc3oc2=O)cc1NC(=O)c1ccc(Br)o1,-20%,u,-17%
COc1ccc(C(=O)NC(=S)N2CC(C)OC(C)C2)cc1OC (centres undefined),11%,0%,-14%
CN(C)c1ncnc2c1ncn2[C@H]1CN(C2CCCC2)C[C@@H](CO)O1,-6%,-14%,x
CN(C(=O)Nc1cccc([N+](=O)[O-])c1)c1ccccc1,u,u,x
COc1ccccc1CNc1nc2ccc(Cl)cc2n2cnnc12,9%,-15%,-1%
CCc1nn2c(-c3ccco3)ccnc2c1-c1ccc(F)cc1,u,u,-1%
CCC1C(=O)NCCN1Cc1ccc2c(c1)CN(Cc1cc(OC)c3c(c1)OCO3)CCO2 (centres undefined),-9%[9.04 µM],u,x
CCOc1ccc(CCNC(=O)C2CCC(=O)N2C2CCCCC2)cc1OCC (centres undefined),-23%,5%,-4%
CCOC(=O)/C(C#N)=C/c1ccc(OCC(=O)Nc2ccccc2)c(OC)c1,6%,-1%,5%
Cc1cccc(NC(=O)COc2ccc3oc4c(c3c2)CCCC4)c1,16µM*,18µM*,-3%
N#CCN1CCN(CC(=O)Nc2cccc3ccccc23)CC1,-8%,-25%,5%
Cc1nn2c(N3CCCC3)c3c(nc2c1-c1ccccc1)CCC3,u,u,-12%
COC(=O)c1ccc2c(=O)n(CCCCCC(=O)NCc3ccccn3)c(=O)[nH]c2c1,-10%,-27%,0%[0.501 µM]
CCOC(=O)c1c(C)oc2ccc(OC(=O)COc3c(F)c(F)c(F)c(F)c3F)cc12,-18%,u,-7%
Oc1ccc2ccccc2c1C=Nc1ccc(Cl)cn1,-3%,-12%,-6%
COc1ccccc1CC1(C)C(=O)Nc2ccc(OC(F)(F)F)cc21 (centres undefined),u,-55%,x
O=C(O)C1OC1(c1ccccc1Cl)c1ccccc1Cl (centres undefined),2%,-3%,x
C=CCOc1ccc(CN(C)C(=O)CNC(=O)c2ccc(-c3ccccc3)cc2)cc1,u,21µM*,-3%
COc1ccc(NC(=O)c2cc3cc(C)ccc3n2C)cc1,-22%,-27%,-4%
CCN(CC)C(=O)[C@H]1C[C@H](CC(=O)NC(C)(C)C)C(=O)N2CCc3c([nH]c4cc(CCC(=O)N(C)C)ccc34)[C@]12C,0%,-18%,0%
COc1cc(OC)cc(C(C(=O)NC2CCCCC2)N(C(=O)c2ccno2)c2ccccc2)c1 (centres undefined),5%,-8%,3%
COc1cc(-c2nc3ccc4ccccc4c3c3c2CCC3)cc(OC)c1OC,u,u,-9%
Cc1ccc(CNC(=O)c2ccc3c(c2)NC(=O)C(CS(=O)(=O)Cc2cccc(C)c2)N3)cc1 (centres undefined),-5%,u,17%
Cc1cc(OC(C)C(=O)NCc2ccccn2)c2c(C)c(Cc3ccccc3)c(=O)oc2c1 (centres undefined),-6%,-2%,-3%
CCN1CCN(C(=O)/C(=C/c2cccs2)NC(=O)c2ccc(C)c(C)c2)CC1,u,-23%,-5%
C/C(=N\NC(=O)c1ccc(Cn2cc([N+](=O)[O-])cn2)o1)c1cccc(NC(=O)c2cccnc2)c1,-21%,u,1%
Cc1cc(-n2c(C)cc(C(=O)CSc3ncnc4ccccc34)c2C)no1,1.8µM*,1.2µM*,-2%

# (cont.)
canonical_smiles,DT40 TDP1 CPT,TDP1 cell noCPT,GCN5L2 inh
COc1ccc(NC(=O)N2CCCc3ccccc32)c(OC)c1,-27%,7%,-28%
COc1ccc(C2=CC(=O)C[C@H](c3ccc(OC)c(OC)c3)C2)cn1,u,u,-3%
O=C(CCc1nnc(CCCCc2ccccc2)o1)NCCc1cccnc1,-2%,-12%,-6%
COC(=O)CSc1nnc(CNC(=O)c2ccccc2OC)n1-c1ccc(OC)cc1,-2%,-18%,-12%
Cc1noc(C)c1S(=O)(=O)N1CCCN(C(=O)/C=C/c2ccccc2F)CC1,-14%,u,-3%
CCCCCCC(c1c(C)n(C)n(-c2ccccc2)c1=O)c1c(C)n(C)n(-c2ccccc2)c1=O,-10%,-20%,3%
COc1cc2c(cc1OC)C(COc1ccc(C(C)C)cc1)NCC2 (centres undefined),u,16µM*,-5%
Cc1cc(C(=O)Nc2ccccc2-c2nc(CNC(=O)c3cc4ccccc4cn3)c(C)o2)c(C)o1,0%[9.04 µM],-2%,x
CCOC(=O)c1ccc(-n2c(CN3CCN(CCO)CC3)nc3ccc([N+](=O)[O-])cc3c2=O)cc1,-26%,u,2%
Cc1cc(C=O)c(C)n1-c1cccc(C(=O)O)c1,20%,0%,3%
O=S(=O)(/N=C(/Nc1ccccn1)c1ccccc1)c1ccc(Cl)cc1,3%,-5%,-10%
CCOC(=O)C1CCCN(C(=O)CC(c2ccccc2)c2ccccc2)C1 (centres undefined),u,u,2%
Cc1cc(C)c(Cn2c(=O)n(CCC(=O)NCc3ccc4c(c3)OCO4)c(=O)c3ccccc32)c(C)c1,5%,-1%,-6%
CC(=O)NCCc1nc2cc(NS(=O)(=O)c3ccc(Cl)cc3)ccc2n1C,-7%,-24%,-1%
Cn1c(CC(=O)Nc2ccccc2)nnc1SCC(=O)NC1=NCCS1,-27%,u,3%
O=C1C(=O)N(CCCn2ccnc2)C(c2cccnc2)/C1=C(/O)c1ccc(F)cc1 (centres undefined),-10%,-4%,-1%
O=C(Nc1ccccc1Cl)OCC#CCOC(=O)Nc1ccccc1Cl,-23%,0%,x
COc1ccccc1NC(=O)CSc1ncc2c(n1)-c1cc(Cl)ccc1N(C)S2(=O)=O,7.3µM*,10µM*,4%
O=C(NCCOc1nc(N2CCOCC2)nc(N2CCOCC2)n1)Nc1ccccc1,-26%,u,-14%
NC(=O)c1ccc(Oc2ccc3c(c2)CCC3)c([N+](=O)[O-])c1,u,-28%,-1%
CN(c1ccc(C(=O)Nc2cccnc2)cc1)S(C)(=O)=O,8%,-19%,0%
Cc1cc(C)n(-c2nc3ccccc3nc2N2CCCC2)n1,-16%,-20%,5%
COc1cccc(-c2cnc(C(O)c3ccc(F)cc3)[nH]2)c1 (centres undefined),-12%,-12%,x

# Some of the compounds tested; rates above refer to the full screens.
